Bioassay records from PubChem.
S2 tox – cell viability loss in ATXN counter-screen. hit rate 0.49% among 400,000. AID 651635. Potency, µM (titrated, usually from 56.7 µM), usual class: cytotoxic. S2 cells (HEK-293 line with an ATXN2-luciferase reporter) viability, CellTiter-Fluor protease fluorescence, 24 h; further: potency means the concentration at half of the fitted maximal effect; nearly all actives have a fitted effect of over 40% in size
TGFb inhibitor – TGF-b pathway inhibition; HepG2 CAGA-GFP TGF-b/SMAD3 reporter, GFP fluorescence, 18 h; TGF-beta stimulated, 500 pg/mL final; Potency, µM (series often up to 46.1 µM), for inactives: at the highest dose activity, negative = inhibition, hits mostly inhibitors; hit rate 1.2% among 410,000; AID 588855; further: potency means the concentration at half of the fitted maximal effect; on the % scale 0 is the no-effect control and ±100 the full control effect; nearly all actives have a fitted effect of over 65% in size
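HEPG2 CAGA-GFP reporter cells (1000/well, DMEM with 1% FBS) received compounds, then recombinant TGF-beta at 500 pg/mL final for 18 hours at 37 degrees C. Per-cell GFP summed per well was normalised to unstimulated and stimulated DMSO controls before curve fitting.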
Nrf2 inh – inhibitors of Nrf2 signaling | A549 ARE-Fluc reporter, luciferase luminescence, 18-24 h | Potency, µM (top dose mostly 46 µM), without a hit: at the top dose activity change, negative = inhibition, usual class: inhibitors | hit rate 2.1% among 360,000; further: potency means the concentration at half of the fitted maximal effect; on the % scale 0 is the no-effect control and ±100 the full control effect; nearly all actives have a fitted effect of over 60% in size
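A549 ARE_Fluc cells, 5000/well, 5% FBS OPTI-MEM; compounds in dose-response, 18-24 h at 37 °C/5% CO2; CellTiter-Fluor viability read (Ex 405/Em 525), then BugLite luciferase luminescence = Nrf2 activity.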
EPAC2 agonist – EPAC2 (human) agonism. hit rate 0.079% among 360,000. EPAC2 activation, biochemical qHTS; response scale: 100% = 6.5 mM cAMP response. Potency, µM (series often up to 154 µM), for inactives: at the top dose activation, most hits filed as activators; further: potency means the concentration at half of the fitted maximal effect; nearly all actives have a fitted effect of over 50% in size
Target sequence (Q8WZA2 whole entry, looked up): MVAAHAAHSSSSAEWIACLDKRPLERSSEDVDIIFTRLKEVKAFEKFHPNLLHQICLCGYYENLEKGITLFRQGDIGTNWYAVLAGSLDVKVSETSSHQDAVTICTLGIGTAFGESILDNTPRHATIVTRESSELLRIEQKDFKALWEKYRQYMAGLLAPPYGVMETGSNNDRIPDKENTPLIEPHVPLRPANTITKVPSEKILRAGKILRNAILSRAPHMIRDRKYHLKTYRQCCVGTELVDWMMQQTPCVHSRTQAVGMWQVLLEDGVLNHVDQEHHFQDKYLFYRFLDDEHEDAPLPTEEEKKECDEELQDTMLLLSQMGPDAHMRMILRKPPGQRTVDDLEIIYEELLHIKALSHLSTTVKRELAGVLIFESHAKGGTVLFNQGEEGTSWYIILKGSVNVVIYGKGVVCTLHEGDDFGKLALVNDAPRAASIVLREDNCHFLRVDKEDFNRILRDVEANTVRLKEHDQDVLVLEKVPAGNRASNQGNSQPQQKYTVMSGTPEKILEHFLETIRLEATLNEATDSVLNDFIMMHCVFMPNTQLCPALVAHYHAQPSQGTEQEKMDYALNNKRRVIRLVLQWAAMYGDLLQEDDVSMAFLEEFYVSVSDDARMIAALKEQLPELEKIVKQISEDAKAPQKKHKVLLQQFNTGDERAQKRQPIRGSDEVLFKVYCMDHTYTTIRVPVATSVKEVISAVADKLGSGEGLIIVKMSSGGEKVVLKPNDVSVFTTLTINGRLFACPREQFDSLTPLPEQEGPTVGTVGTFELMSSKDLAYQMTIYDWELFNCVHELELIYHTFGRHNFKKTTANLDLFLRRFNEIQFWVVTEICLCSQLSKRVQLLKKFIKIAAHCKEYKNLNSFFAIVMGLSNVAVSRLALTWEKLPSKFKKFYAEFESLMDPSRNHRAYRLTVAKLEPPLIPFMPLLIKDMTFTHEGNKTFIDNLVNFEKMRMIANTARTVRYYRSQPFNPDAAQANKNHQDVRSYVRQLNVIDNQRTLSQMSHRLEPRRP
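Fluorescence exchange assay: 100 nM EPAC2 with 250 nM RAP1B-BODIPY-GDP and 50 uM GDP; compounds tested as a concentration-titration series (qHTS). Loss of Rap1-bound BODIPY-GDP fluorescence read at 480/540 nm; data normalized to 6.5 mM cAMP.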
ATXN2 expr inh – inhibitors of ATXN2 expression. HEK-293 ATXN2-luciferase reporter, luminescence, 24 h. Potency, µM (highest dose often 57 µM), for inactives: at the highest dose activity change, negative = inhibition, actives largely listed as inhibitors. hit rate 0.72% among 360,000; further: potency means the concentration at half of the fitted maximal effect; on the % scale 0 is the no-effect control and ±100 the full control effect; nearly all actives have a fitted effect of over 55% in size
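qHTS (up to 57 uM final) was run with 24 h compound exposure of reporter cells at 37 °C. Each well was multiplexed: SteadyGlo luminescence measured ATXN2-luciferase expression after a fluorogenic Gly-Phe-AFC viability readout (25 uM final).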
A549 tox – A549 cytotoxicity, counter-screen for Nrf2 inhibitors | AID 504648 | hit rate 0.16% among 390,000 | Potency, µM (series often up to 46 µM), without a hit: top-dose activity change, negative = cytotoxicity, hits mostly inhibitors | A549 ARE-Fluc cells, CellTiter-Fluor viability, 18-24 h; further: potency means the concentration at half of the fitted maximal effect; on the % scale 0 is the no-effect control and ±100 the full control effect
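A549 ARE_Fluc cells in 5% FBS OPTI-MEM were exposed to compounds in concentration-response for 18-24 h at 37 deg C. Viability was read by CellTiter-Fluor fluorescence (Ex 405/Em 525) after 30 min, before the luciferase read.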
IL-2 act – activators of IL-2; IL-2 activation reporter assay, cell-based qHTS; stimulated with anti-CD3/CD4/CD28 beads; in transgenic mouse T cells; activation, % (series mostly up to about 46 µM); hit rate 0.065% among 360,000; AID 652025; in the data active means activation above about 50%; inconclusive means mostly about 30% to 49%; further: 0% is about no effect
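Readout: EGFP and DsRed signals by fluorescent plate cytometry. Unstimulated transgenic mouse T cells received compound 60 min before antibody-bead stimulation, then incubated 18 h at 37 degrees C.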
HepG2 viability – HepG2 cytotoxicity, counter-screen for TGF-b inhibitors; Potency, µM (top dose mostly 46.1 µM), inactives show at the top dose activity change, negative = cytotoxicity, most hits filed as cytotoxic; hit rate 0.76% among 410,000; AID 588856; HepG2 CAGA-GFP viability, ATP luminescence, 18 h; further: potency means the concentration at half of the fitted maximal effect; some results filed as inactive show a strong effect at the top dose
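HepG2 CAGA-GFP cells (1000/well, DMEM with 1% FBS) received compound, then TGF-beta at 500 pg/mL final, and were incubated 18 hours at 37 degrees C. Viability was read by CellTiter-Glo luminescence. Media-only wells were set as complete cell-killing and DMSO as no toxicity.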
Nrf2 activator – activators of Nrf2 (ARE) signaling. AREc32 ARE-luciferase reporter (MCF7-derived line), luminescence, 24 h. Potency, µM (series often up to 46.1 µM), for the others: at the highest dose activation, most hits filed as activators. hit rate 0.31% among 410,000; further: potency means the concentration at half of the fitted maximal effect; % of control where 0% means no effect; nearly all actives have a fitted effect of over 65% in size
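Quantitative high-throughput format: AREc32 reporter cells, 1000 per well, received compound by pin transfer and were incubated 24 hr at 37 deg C, 5% CO2, before Steady-Glo luminescence detection.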
Numbers without * were called inactive; i = inactive; ? = inconclusive; nt = no result given; [ ] = remark or other dose. Unless noted, the call rests on the fitted dose curve; in most records, active means well fitted curve in the direction sought with a large enough effect; inconclusive means small, poorly fitted or top-dose-only effect, or another doubt; inactive means no such curve, though single readings can be large; an effect the other way counts as inactive or inconclusive.

SMILES	S2 tox	TGFb inhibitor	Nrf2 inh	EPAC2 agonist	ATXN2 expr inh	A549 tox	IL-2 act	HepG2 viability	Nrf2 activator
CCCCCCCCC(c1nc2ccccc2[nH]1)N1CCN=C1c1cc2ccccc2[nH]1 (stereo not given)	?	?	nt	2%	?	nt	-0.9	-106%	-3.0%
Cc1cc(C)c(C(N)=O)c(Nc2ccc3c(c2)OCCO3)n1	i	17%	nt	10%	6%	-4%	-1.0	-5%	-0.2%
O=C(c1ccc([N+](=O)[O-])cc1)N1CCC(n2nnc3cc(F)ccc32)CC1	nt	3%	2%	11%	-28%	-1%	1.0	12%	-0.6%
O=C(CN1C(=O)NC2(CCCCCC2)C1=O)NCc1cccs1	i	-2%	-17%	6%	nt	1%	-1.8	-5%	0.1%
CCOC(=O)c1c(C)oc2nc(C)nc(NCCCN3CCN(c4ccc(F)cc4)CC3)c12	i	-7%	-1%	nt	-9%	-7%	nt	-13%	1.0%
Cc1ccc(OCc2nnc(SCC(=O)c3ccccc3)n2-c2ccccc2)cc1	i	?	?	15%	-13%	1%	-5.2	-4%	11%
COc1cc(OC)cc(C(=O)NCCc2csc(-c3cccc(C)c3)n2)c1	nt	?	nt	nt	nt	0%	nt	-34%	-0.9%
O=C1OC/C(=C(/O)c2ccc(Cl)cc2)C1=O	?	11%	12%	1%	nt	2%	-0.6	2%	7.6%
CCN1C[C@@H]2[C@@H]3C(=O)N(C)C(=O)[C@@H]3[C@](Cc3ccccc3)(C1=O)N2C(=O)c1ccc(F)cc1	i	8%	3%	4%	3%	-3%	-2.9	27%	0.0%
COc1ccc(OC)c(C(C)NC(=O)Nc2ccccc2)c1 (stereo not given)	i	1%	9%	-1%	nt	0%	-3.6	11%	-0.4%
CC(C)=CCC/C(C)=C/C(N)=O	i	-1%	0%	6%	11%	-10%	-2.8	2%	0.2%
CCc1c(C)sc2c1CCN(Cc1cccc(OC)c1)C2c1ccccc1 (stereo not given)	?	?	nt	nt	-25%	?	nt	-7%	-1.5%
CCn1c(CNC(=O)COC)nc2ccccc21	i	3%	8%	9%	-8%	4%	-4.0	4%	0.1%
COc1cccc(NC(=O)CN2CCN(C(=O)c3ccco3)CC2)c1	i	?	-9%	4%	1%	2%	1.1	-2%	-0.1%
CC(C)OCCCNC(=O)c1cc(S(=O)(=O)N2CCCCC2)c[nH]1	i	10%	-3%	8%	-6%	4%	-4.1	1%	-1.4%
Cc1ccc(C(=O)NC2CCN(S(=O)(=O)c3ccc(F)cc3)CC2)cc1	i	0%	?	6%	-46%	-4%	1.0	19%	0.0%
CCCCCOCC(O)CCC(=O)NN (stereo not given)	i	-6%	?	3%	0%	2%	-0.5	3%	0.0%
CCOC(=O)C1CCN(C(=O)c2cccnc2Oc2ccccc2)CC1	i	-4%	6%	0%	-27%	2%	-0.7	7%	-0.2%
Cc1cc(C)cc(-n2ncc3c2CCCC3NC(=O)CN2CCCC2=O)c1 (stereo not given)	i	-7%	-7%	9%	14%	0%	-4.5	-2%	0.3%
COc1cccc(CNC(=O)C2=Cc3cccc(OC)c3OC2)c1	?	-18%	-6%	5%	4%	1%	0.9	-19%	3.2%
Cc1csc(NC(=S)NC(=O)c2ccccc2)n1	i	?	?	14%	36%[activator]	-1%	-0.5	-15%	6.3µM*
Cc1cc(C)cc(N2C(=O)C=CC2=O)c1	nt	?	?	-6%	?	-4%	-4.1	-82%	7.6%
C[C@@H]1CN(C(=O)c2nc3ccc(Cl)cn3c2CNCC[C@@H]2C[C@@H]3C=C[C@H]2C3)C[C@H](C)O1	i	1%	-3%	2%	-8%[11.3 µM]	-2%	2.3	2%	-0.3%
Brc1ccccc1/C=N/Nc1nc2ccccc2o1	i	0%	20%	10%	3%	0%	-0.1	1%	16%
Cc1nc(NC(=O)/C=C/c2ccco2)sc1C	i	0%	?	9%	16%	-1%	1.7	-15%	?
CCOC(=O)c1cc(-c2ccccc2)n[nH]1	i	-14%	8%	1%	9%	-9%	-0.1	-1%	7.0%
CC(C)CN(CCNC(=O)c1cc(-c2cccs2)nc2ccccc12)CC(C)C	i	2%	5%[9.27 µM]	nt	1%	2%	nt	-15%	0.0%
CCc1nnc(NC(=O)CSc2nnc(-c3cc4ccccc4cc3O)n2CC)s1	i	?	-6%	9%	-2%	-1%	-1.9	-22%	0.6%

Marked active in Nrf2 activator, of those listed so far:
SMILES | IL-2 act | Nrf2 activator
Cc1csc(NC(=S)NC(=O)c2ccccc2)n1 | -0.5 | 6.3µM*

Single records, as listed above. Order of values: S2 tox | TGFb inhibitor | Nrf2 inh | EPAC2 agonist | ATXN2 expr inh | A549 tox | IL-2 act | HepG2 viability | Nrf2 activator
`COc1ccc(OC)c(C(C)NC(=O)Nc2ccccc2)c1` (stereo not given) is entered as i | 1% | 9% | -1% | nt | 0% | -3.6 | 11% | -0.4%
`O=C1OC/C(=C(/O)c2ccc(Cl)cc2)C1=O` is entered as ? | 11% | 12% | 1% | nt | 2% | -0.6 | 2% | 7.6%
`CCn1c(CNC(=O)COC)nc2ccccc21` is entered as i | 3% | 8% | 9% | -8% | 4% | -4.0 | 4% | 0.1%
`C[C@@H]1CN(C(=O)c2nc3ccc(Cl)cn3c2CNCC[C@@H]2C[C@@H]3C=C[C@H]2C3)C[C@H](C)O1` is entered as i | 1% | -3% | 2% | -8%[11.3 µM] | -2% | 2.3 | 2% | -0.3%
`CCc1nnc(NC(=O)CSc2nnc(-c3cc4ccccc4cc3O)n2CC)s1` is entered as i | ? | -6% | 9% | -2% | -1% | -1.9 | -22% | 0.6%
